# Screening results as filed in PubChem BioAssay.
# PABP1 MLLE inh = inhibitors of PABP1 MLLE–PAM2 peptide binding, primary screen, biochemical, fluorescence polarization, FITC-PAM2, GST-MLLE; Polyadenylate-binding protein 1 (Homo sapiens), P11940; inhibition, % at 20 µM; 0.36% of 360,000 active; in the data active means inhibition above about 35%, passing the limit was not always enough;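 further: plate controls were DMSO wells with GST-MLLE for no effect and wells lacking GST-MLLE protein for full effect; some results filed as inactive read as strong as hits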
# MsrA inhibitor = bovine MsrA enzyme inhibitors, primary screen, biochemical, absorbance, HTS; inhibition, % at 15.5 µM; 0.75% of 360,000 active; purified bovine MsrA, absorbance read-out; Methionine sulfoxide reductase A (Bos taurus); in the data active means inhibition above about 4.5%;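 further: 0% = vehicle wells with enzyme and 100% = reference inhibitor wells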
# Tb MetRS inh = T. brucei MetRS inhibitors, primary screen, biochemical, luminescence | methionyl-tRNA synthetase (Trypanosoma brucei brucei) | inhibition, % at 11.9 µM | 0.4% of 360,000 active | purified T. brucei MetRS, ATP depletion, Kinase-Glo luminescence;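 active means inhibition above a per-plate cutoff of the control wells' mean inhibition plus 3 SD, cut at about 5.5% in these data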;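 further: 0% = DMSO wells median and 100% = median of wells with control inhibitor compound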
#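 Assay system: T. brucei methionyl-tRNA synthetase, purified | Medium: HEPES buffer with MgCl2, KCl, DTT, spermine, BSA, pyrophosphatase | Compound: 11.9 µM single point | Incubation: 15 min enzyme-compound preincubation, 2 h reaction, 10 min detection, 25 °C | Measured by: Kinase-Glo luciferase luminescence reporting remaining unconsumed ATP | Measure: % inhibition normalized to control-well medians | Replication: Singlicate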
# MsrA act = bovine MsrA enzyme activators, primary screen, biochemical, absorbance, HTS; AID 602163, 2012; Methionine sulfoxide reductase A (Bos taurus); 0.3% of 360,000 active; activation, % at 10.6 µM; purified bovine MsrA, absorbance read-out; in the data active means activation above about 7.5%;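 further: 0% = vehicle and 100% = reference activator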
# FAS-TE inh = FAS thioesterase domain inhibitors, primary screen, biochemical, fluorescence intensity, uHTS | 0.67% of 360,000 active | AID 602261, 2012 | inhibition, % at 15 µM | recombinant FAS-TE, OMFH fluorogenic substrate, fluorescence endpoint | Fatty acid synthase (Homo sapiens), P49327;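 active means compounds whose normalised, plate-corrected inhibition of enzyme fluorescence in the single-dose primary screen is 50% or more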;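 further: 0% = DMSO with enzyme and 100% = substrate without enzyme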
# eLon inh = inhibitors of E. coli Lon protease, primary screen, biochemical, fluorescence polarization | P0A9M0 | purified E. coli Lon protease | inhibition, % at 7.94 µM | 0.42% of 360,000 active | AID 602123, 2011; in the data active means inhibition above about 13%, passing the limit was not always enough;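 further: 0% = enzyme with probe and DMSO and 100% = no enzyme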
# SKN-1 inh = suppressors of acrylamide-induced Pgst-4::GFP reporter in worms, primary screen, SKN-1 inhibitor project, whole organism, uHTS, GFP/RFP fluorescence ratio, strain VP596; C. elegans VP596 Pgst-4::GFP/RFP ratio, 24 h; inhibition, % at 21.8 µM; 0.49% of 360,000 active; AID 624304, 2012;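 active means interference check ratio from 0.5 to 1.5 plus GFP to RFP signal ratio inhibition reaching or exceeding a fixed threshold, cut at about 30% in these data, passing the limit was not always enough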; further: some compounds called inactive have numbers as strong as hits
# MT1-MMP act inh = blockers of MT1-MMP proenzyme processing, primary screen, HT1080 RFP-PRO-GFP cells, GFP/RFP fluorescence; GFP/RFP ratio fluorescence, overnight; percent of plate control window, DMSO zero; GFP/RFP ratio change, % at 20 µM; 0.061% of 360,000 active; AID 651647, 2012;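 active means GFP/RFP ratio change of at least 30% with cell ATP level not reduced by more than half and red fluorescence within 50% of control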; further: strong numbers were not always called active
#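 Material – HT1080 RFP-PRO-GFP cells · Control set – DMSO wells and RFP-L50D-GFP cells · Incubation – overnight cell settling, then overnight compound exposure, 37 °C, 5% CO2 · Compound dosing – single-point 20 µM compound, 1% DMSO · Read-out – GFP/RFP fluorescence ratio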
# CendR NRP1 mod = modulators of CendR peptide binding to NRP-1, primary screen, biochemical, fluorescence polarization, uHTS | FAM-RPARPAR peptide binding to NRP-1 | Neuropilin-1 (Homo sapiens), O14786 | inhibition, % at 25 µM | 0.85% of 360,000 active;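 active means inhibition or corrected inhibition above about 18%, plus a signal ratio from 0.5 to 1.5, limit read from the data, passing the limit was not always enough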; further: strong numbers were not always called active
# Numbers without * were called inactive; · = no result given.
smiles	MsrA inhibitor	Tb MetRS inh	MT1-MMP act inh	CendR NRP1 mod	FAS-TE inh	MsrA act	PABP1 MLLE inh	eLon inh	SKN-1 inh
CC(CCn1cccn1)NC(=O)CCc1nnc(C2CCCCC2)o1 (stereo unspecified)	-0.5	-0.5	4.8	-6.6	-1.3	-1.7	9.7	-6.5	4.3
O=C(COc1ccc(Br)cc1)N1CCN(S(=O)(=O)/C=C/c2ccccc2)CC1	0.7	0.4	-3.7	-4.9	22.3	-5.3	2.6	0.5	11.1
COc1ccc(OC)c(CNC(=O)c2nn(C)c3c2CS(=O)(=O)c2ccccc2-3)c1	-0.8	-0.7	-1.0	12.2	3.3	-3.5	2.7	-0.6	1.0
CC1CN(C(=O)c2ccc(OC3CCN(Cc4ccccn4)CC3)cc2)CCN1C (stereo unspecified)	-1.4	-0.5	1.2	-1.0	-7.5	-1.4	0.1	1.0	9.0
CC(=O)c1c(C)nc(Nc2nc(C)c3cc(C)ccc3n2)nc1C	3.5	-0.6	-4.0	-4.3	-9.3	-11.1	2.3	-9.8	-1.9
CCOc1ccc(CN2CCN(C(=O)c3ccco3)CC2)cc1	-0.1	-1.1	3.3	9.7	-0.8	-6.8	2.9	3.2	1.0
CC(C)Sc1ncnc2c1oc1ccccc12	0.7	-1.1	-5.0	-10.5	9.5	-3.5	-1.1	-5.1	21.1
O=C1CC(c2ccc(F)cc2)c2cc3c(cc2N1)CCC3 (stereo unspecified)	0.8	-0.1	2.2	8.0	11.4	-2.7	1.3	-10.3	13.6
COC(=O)CCCNc1ncccc1[N+](=O)[O-]	2.6	-0.6	1.3	4.1	-5.3	-4.4	-9.6	-5.8	-5.5
Cc1ccsc1C(=O)NCCC(c1ccccc1)c1ccccc1	-0.2	-0.9	-3.1	4.8	29.9	-7.5	9.5	-3.5	7.2
CCSc1nnc(NC(=O)COc2cccc3ccccc23)s1	0.8	0.2	-1.1	0.9	-3.9	-2.1	-20.2	2.4	-9.9
COc1cccc(/C=N/NC(=O)C(=O)NCc2ccco2)c1OC	2.8	0.6	-0.8	-3.1	-5.5	-2.3	-1.9	-5.4	4.3
O=C(NCc1cccc(F)c1)c1cccc2c1C(=O)c1ccc(N3CCCC3)cc1S2(=O)=O	·	-0.1	-120.5	144.6	-118.9	-2.6	-89.2	-111.5	4.0
Cc1cc(Cl)c(S(=O)(=O)N2CCN(c3cccc(C)c3C)CC2)cc1OCC(N)=O	-0.1	-0.1	2.1	-7.5	14.1	0.9	10.4	-0.4	5.4
COc1cc(S(=O)(=O)n2c(C)nc3ccccc32)ccc1F	0.1	-1.3	4.1	0.2	-8.6	-7.9	-6.5	-3.4	-2.7

# The listing continues.
smiles	MsrA inhibitor	Tb MetRS inh	MT1-MMP act inh	CendR NRP1 mod	FAS-TE inh	MsrA act	PABP1 MLLE inh	eLon inh	SKN-1 inh
O=C(NNC(=S)NCc1ccccc1)c1cccc([N+](=O)[O-])c1	1.7	-0.2	3.4	-4.8	23.2	-8.7	-16.2	5.8	-6.2
O=C(CNS(=O)(=O)c1ccccc1)NCC(=O)N1CCCCC1	-0.3	-0.2	-0.2	-8.1	-0.8	-1.9	5.1	0.6	7.2
CCc1cc(SC#N)cc(C)c1NC(=O)CCl	-0.2	-1.5	6.2	1.1	-13.0	-10.2	39.7*	-3.2	-6.5
O=[N+]([O-])c1ccccc1CNCCCCCO	-0.1	0.0	1.8	-4.4	-7.3	-0.5	9.4	-2.2	5.2
FC(F)(F)Oc1ccc(Nc2nc3ccccc3o2)cc1	-1.1	-2.6	8.1	-4.5	0.5	-7.1	-3.6	-3.1	-24.5
Cc1cc(Br)c(Oc2cc(NN3CCCCC3)c([N+](=O)[O-])cc2[N+](=O)[O-])c(Br)c1	0.7	-0.3	-2.2	-8.7	21.4	-8.2	-6.1	-1.3	4.1
CCC(=O)NCCc1cc2cc(C)c(C)cc2[nH]c1=O	0.7	-0.7	2.2	7.9	-6.6	-11.2	-4.6	3.3	0.6
O=C(N/N=C/c1cc(Br)cc(Br)c1O)c1cccc(N2CCCC2=O)c1	2.6	-0.9	-4.2	-52.2	19.6	-5.7	-74.1	0.9	-5.7
CCCC(=O)Nc1ccccc1NC(=O)c1ccc(OC)cc1	-0.8	0.3	-0.2	1.1	0.0	-2.7	18.1	-0.2	-9.0
Cc1ccccc1NC(=O)N1CCN(C(=O)c2ccco2)CC1	1.1	-0.3	-0.6	2.6	-4.1	-2.5	-2.0	-6.2	-0.3
O=C(Nc1ccc(Cl)cc1Cl)c1cc2ccccc2o1	0.7	-0.3	-2.7	10.8	-1.5	0.4	2.6	9.5	11.4
OCCC1CN(Cc2cnc(-c3ccccc3)s2)CCN1C1CCCCC1 (stereo unspecified)	0.1	-0.2	-1.5	-7.3	-1.8	-1.3	0.3	-1.7	-15.9
Cc1ccc(C(=O)N/C(=C\c2ccc(-c3cccc([N+](=O)[O-])c3)o2)C(=O)NC(C)(C)C)cc1	2.5	0.3	-2.2	-0.8	35.7	-4.9	-6.7	7.3	9.4
CCN(C(=O)c1ccc(NC(=O)Cc2ccccc2)cc1)c1ccccc1	-0.7	-0.3	1.3	10.8	8.8	-4.5	3.1	-15.9	11.7
Oc1ccccc1/C=N/NC(=S)NC1CC2CCC1C2 (stereo unspecified)	1.6	-0.5	6.0	7.2	16.9	-2.0	9.9	-2.9	13.0

# Next section
smiles	MsrA inhibitor	Tb MetRS inh	MT1-MMP act inh	CendR NRP1 mod	FAS-TE inh	MsrA act	PABP1 MLLE inh	eLon inh	SKN-1 inh
CCOc1ccc(NS(=O)(=O)c2cc(C(=O)N3CCN(C(C)=O)CC3)ccc2Cl)cc1	0.1	-0.4	1.7	2.3	-4.3	2.7	4.9	-1.4	-1.2
O=C(Nc1cc(Sc2ccccn2)cc([N+](=O)[O-])c1)c1ccc([N+](=O)[O-])cc1	0.8	-0.4	-8.8	6.4	30.1	-0.9	-5.7	6.7	21.2
CCOC(=O)C1CCN(C(=O)c2ccccc2NS(=O)(=O)c2ccc(F)c(F)c2)CC1	-0.1	-1.1	-4.9	-14.7	-7.9	-10.7	3.3	-1.8	3.4
S=C(NCc1ccccc1)N1CCN(C(=S)NCc2ccccc2)CC1	1.0	-0.1	3.0	5.0	-5.4	-0.2	-115.8	-2.6	12.1
CCn1c(SCC(=O)Nc2ccc(C)cc2)nc2sc3c(c2c1=O)CCN(C)C3	2.1	0.3	-2.8	2.7	-0.5	-8.8	7.8	1.9	-10.6
COc1ccc(S(=O)(=O)N2CCOC2CNC(=O)C(=O)NCCc2ccc(S(N)(=O)=O)cc2)cc1 (stereo unspecified)	-0.1	-0.6	1.3	-0.2	-10.2	-2.2	1.2	-7.6	13.2
CCOC(=O)C1CCN(CC(=O)NC(=O)NC2CCCCC2)CC1	-0.4	-0.9	-0.9	13.9	-5.5	-10.5	-11.5	0.9	-8.0
CC(NCc1nc2ccccc2n1C)C12CC3CC(CC(C3)C1)C2 (stereo unspecified)	0.2	-0.7	4.0	-3.5	30.8	-5.0	-4.7	1.4	1.5
CC(C)C[C@H]1CNC(=S)N1CC1CCN(CC2CCCC2)CC1	-0.8	-1.0	3.2	-14.8	-10.9	-5.3	-16.8	-3.9	-0.3
COc1ccccc1CNS(=O)(=O)c1ccc2c(c1)NC(=O)C(C)S2 (stereo unspecified)	0.1	-0.2	-4.2	12.9	-0.8	-0.6	-11.1	-0.2	15.7
C[C@H](NC(=O)C(c1ccccc1)c1ccccc1)c1ccccc1	0.9	-1.0	1.0	-11.1	5.2	-3.3	-3.9	-3.7	-11.0
COc1ccc(/C=C2\SC(=Nc3ccccc3Cl)NC2=O)c(OC)c1	2.5	-0.2	-3.0	-1.4	-0.4	-1.8	-11.1	2.1	13.5
Cc1ccc(-c2n[nH]c(S(C)(=O)=O)c2C#N)cc1	0.3	-0.8	-1.1	-5.6	-3.8	-3.0	6.0	-2.4	2.1
O=C(NNC(=O)c1ccc2ccccc2c1)c1cccc(Br)c1	-0.2	-0.2	8.2	4.5	0.8	-3.2	-2.8	4.7	7.4
CCn1c(CSc2nncn2-c2ccc(OC)cc2)nc2cc(S(=O)(=O)N(C)C)ccc21	0.7	0.0	1.5	-19.9	-6.2	-0.1	-7.4	3.4	-10.1

# Later entries:
smiles	MsrA inhibitor	Tb MetRS inh	MT1-MMP act inh	CendR NRP1 mod	FAS-TE inh	MsrA act	PABP1 MLLE inh	eLon inh	SKN-1 inh
Cc1ccc(NC(=O)CN(C)C(=O)CCC(=O)N2CCOCC2)cc1	0.1	0.0	-0.9	13.4	-11.6	-2.9	2.1	2.0	9.0
COC(=O)c1ccc(-c2noc(CN3C[C@H]4CC[C@H]3C4)n2)cc1	1.2	-0.4	0.3	-8.7	4.0	0.0	-8.5	-3.7	-4.6
CC1=C(CC(=O)O)c2cc(F)ccc2/C1=C/c1ccc(S(C)=O)cc1 (stereo unspecified)	1.9	-1.2	0.0	13.1	-1.5	-3.5	15.3	-2.0	-8.1
C[C@H](CO)N1C[C@H](C)[C@@H](CN(C)S(C)(=O)=O)Oc2c(NC(=O)Nc3ccc(C(F)(F)F)cc3)cccc2C1=O	0.5	-0.5	6.8	5.9	24.2	-4.3	-12.7	-13.2	-4.3
Cc1c(C(=O)O)cccc1-c1ccc(/C=C2/NC(=O)N(c3ccccc3)C2=O)o1	3.8	1.6	-1.8	-6.3	-13.2	-14.1	6.1	4.9	-3.8
O=C(COc1coc(CN2CCN(c3ccc(F)cc3)CC2)cc1=O)Nc1ccccc1	-0.8	-0.4	-4.9	-7.5	-2.5	-3.2	-7.8	-5.7	12.9
O=C(NCCCN1CCOCC1)c1cc(-c2cccc(Br)c2)nc2ccccc12	0.6	-0.5	3.3	13.8	2.3	-4.7	-3.1	-2.8	-9.5
O=C(CN(Cc1ccccc1Cl)C(=O)Cn1nnc(-c2cccs2)n1)NCC1CCCO1 (stereo unspecified)	·	-1.0	-7.3	-1.2	2.0	-6.3	12.9	-2.3	4.4
O=C1N/C(=C\c2ccccc2)C(O)=C1C=NCc1ccccc1	1.4	-0.9	7.1	7.7	-12.6	-8.3	4.1	-7.6	2.1
Cc1noc(C)c1S(=O)(=O)Nc1ccc(C(=O)Nc2ccc(OC(F)(F)F)cc2)cc1	0.4	0.0	10.4	3.1	7.7	-2.3	-2.3	-1.4	-2.2
